Source: PubChem (National Center for Advancing Translational Sciences (NCATS))
BRCT PPI red = BRCT-phosphoprotein interaction inhibition (red fluorophore). P38398. BRCT-phosphopeptide binding, red fluorescence polarization. Potency, µM (doses to about 76.9 µM), for the others: top-dose activity change, negative = inhibition, actives largely listed as inhibitors. 0.03% of 75,000 active; also: % is scaled to controls: 0 for no effect and ±100 for the full control effect
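Rhodamine-labelled pBACH1 10-mer (100 nM) bound to BRCT domain (100 nM) at pH 7.3; compounds incubated 12 min room temperature, polarization read. Free peptide defines full inhibition; unlabelled decapeptide titrated as control.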
Hsp90 Hop PPI = changes Hsp90-Hop TPR2A binding signal, up or down; 0.44% of 71,000 active; Potency, µM (series often up to 57 µM), for the others: at the top dose activity change, negative = inhibition; AID 595; AlphaScreen TPR2A-His6 binding biotin-Hsp90 C-terminal peptide; active = well fitted curve in either direction with a large enough effect; inconclusive = small, poorly fitted or top-dose-only effect, or another doubt; also: potency is read from the fitted curve at half-maximal effect; % is scaled to controls: 0 for no effect and ±100 for the full control effect; many of its hits are not listed in these tables
HBB splice mod = modulators of hemoglobin beta chain splicing; HBB splicing reporter cell assay, activation; EGFP reporter with mutant IVS2-654 intron; response scale: normalised to 500 nM splice-correcting PNA; Potency, µM (titrated, usually from 46.1 µM), for inactives: top-dose activation, actives largely listed as activators; 0.06% of 65,000 active; also: potency is read from the fitted curve at half-maximal effect; 0% is about no effect
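Compounds were applied for 2 days to HeLa EGFP-654 cells, 500/well in Optimem with 2% FCS. The reporter's EGFP is disrupted by mis-splicing of beta-globin intron IVS2-654. Readout: summed well GFP fluorescence from 488 nm laser scanning; reference was 500 nM antisense […] 654 PNA.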
Epigenetic mod = epigenetic modulators derepressing GFP locus in mouse cells. mouse C127i GFP locus derepression, cytometry, 30 h. Potency, µM (series often up to 46.1 µM), inactives show at the highest dose GFP derepression (activation). 0.09% of 68,000 active. AID 597; also: % of control where 0% means no effect
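Murine C127i mammary cells carrying a silenced, stably integrated CMV-driven GFP reporter were treated with compound for 30 hours at 37 C. After PBS washes, GFP-positive cells were counted by laser-scanning microplate cytometry.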
Ub-GFP proteasome = inhibits proteasome, raising ubiquitin-GFP reporter fluorescence; AID 526; 67,000 tested, under 10 active; Ubiquitin-GFP reporter cells, proteasome inhibition, GFP fluorescence; response scale: untreated = 0%, 10 µM MG-132 = 100%; Potency, µM (highest dose often 45.9 µM), inactives show at the top dose activation (GFP accumulation), actives largely listed as activators; active = well fitted activation curve with a large enough effect, not every such curve was filed as active; inconclusive = small, poorly fitted or top-dose-only effect, or another doubt; inactive = no such curve, though single readings can be large or run the other way; also: potency is read from the fitted curve at half-maximal effect
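Reporter cells (U2OS, ubiquitin-G76V-GFP fusion) are plated overnight, then treated 4 hr at 37 °C with compound titrations from 46 uM down to 2.9 nM. Activity is scaled against untreated cells and 10 uM MG-132.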
Pol III holo inh = inhibitors of bacterial DNA polymerase III holoenzyme; reconstituted DNA polymerase III holoenzyme replication, biochemical; Potency, µM (doses to about 57.1 µM), for inactives: at the top dose activity change, negative = inhibition; 0.25% of 71,000 active; also: potency is read from the fitted curve at half-maximal effect; % is scaled to controls: 0 for no effect and ±100 for the full control effect
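Reconstituted *E. coli* holoenzyme (0.35 nM Pol III, 1 nM beta, 154 nM SSB, 2 nM primase) was preincubated with compound for 15 min at RT. Synthesis on 1.4 nM ssM13Gori ran 35 min, then was stopped with PicoGreen/EDTA and read as dsDNA fluorescence.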
15-hLO inh = 15-hLO (ALOX15) enzyme inhibition; P16050; purified 15hLO-1, xylenol orange hydroperoxide absorbance; Potency, µM (top dose mostly 57.1 µM), inactives show top-dose activity change, negative = inhibition, hits mostly inhibitors; 1.4% of 74,000 active; also: potency is read from the fitted curve at half-maximal effect; % is scaled to controls: 0 for no effect and ±100 for the full control effect; nearly all actives have a fitted effect of over 55% in size
Target sequence (P16050 whole entry, looked up): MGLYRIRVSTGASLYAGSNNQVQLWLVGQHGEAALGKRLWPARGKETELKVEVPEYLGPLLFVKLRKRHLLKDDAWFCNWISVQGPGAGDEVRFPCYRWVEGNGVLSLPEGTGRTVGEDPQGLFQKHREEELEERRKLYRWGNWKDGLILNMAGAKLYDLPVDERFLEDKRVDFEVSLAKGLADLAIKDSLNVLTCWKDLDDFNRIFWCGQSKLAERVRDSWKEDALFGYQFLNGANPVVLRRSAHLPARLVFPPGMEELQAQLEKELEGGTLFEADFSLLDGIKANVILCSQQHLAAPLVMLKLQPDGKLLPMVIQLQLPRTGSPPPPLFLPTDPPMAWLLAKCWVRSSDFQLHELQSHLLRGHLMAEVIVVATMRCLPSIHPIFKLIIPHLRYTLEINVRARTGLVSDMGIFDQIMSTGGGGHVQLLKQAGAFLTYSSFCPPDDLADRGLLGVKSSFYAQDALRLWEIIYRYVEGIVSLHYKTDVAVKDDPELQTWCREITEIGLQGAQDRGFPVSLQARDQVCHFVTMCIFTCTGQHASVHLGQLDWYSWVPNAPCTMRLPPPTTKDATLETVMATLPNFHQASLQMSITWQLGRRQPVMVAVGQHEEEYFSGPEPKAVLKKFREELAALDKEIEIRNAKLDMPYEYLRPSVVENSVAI
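Readout: Fe(III)-xylenol orange absorbance, 573-to-405 nm ratio as reaction progress. Enzyme 40 nM purified human 15hLO-1, substrate 50 uM arachidonic acid, 6 min RT after 15 min compound preincubation; Hepes pH 7.5 buffer with Triton X-100.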
4-MU autofl = compound fluoresces in the 4-MU spectral region. max dye-equivalent concentration, M. compound autofluorescence, 340/450 nm, 4-MU equivalents; hits give high values. 11% of 59,000 active. AID 589; in the data active = max dye-equivalent concentration above about 10 nM; inconclusive = mostly about 1.1 nM to 9.6 nM
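Compounds in 100 mM Tris, pH 8.0, incubated 15 min at room temperature, then fluorescence read at 340 nm excitation/450 nm emission. Signal converted to 4-MU dye-equivalent concentration using an on-plate six-point 4-MU standard curve.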
BRCT inh green = blocks human BRCA1 BRCT binding to phosphopeptide, green readout. BRCA1 BRCT-phosphopeptide binding, green fluorescence polarization. Potency, µM (series often up to 76.9 µM), without a hit: top-dose activity change, negative = inhibition, most hits filed as inhibitors. 0.05% of 75,000 active. AID 875;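 also: potency is read from the fitted curve at half-maximal effect; plate controls were peptide without protein for full effect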
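Compounds were incubated for 12 min at room temperature with a complex of 100 nM fluorescein-tagged pBACH1 decapeptide and 250 nM His-tagged BRCT protein. Buffer was phosphate pH 7.3 with EDTA, DTT and Tween 20. Disruption of binding lowers the polarization signal.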
CRE Fsk mod = modulators of forskolin-stimulated CRE signaling in CHO cells; CHO CRE-bla reporter (cAMP response element driving beta-lactamase), forskolin EC10, beta-lactamase ratio; Potency, µM (doses to about 38.2 µM), for the others: at the top dose activity change, negative = inhibition, most hits filed as activators; 2.5% of 71,000 active; active = well fitted activation curve with a large enough effect in the signal ratio, with a control signal flat, not every such curve was filed as active; inconclusive = small, poorly fitted or top-dose-only effect, or effect the other way, or a change in a side signal; the % refers to the signal ratio; also: potency is read from the fitted curve at half-maximal effect; % of control where 0% means no effect
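Reporter-gene assay: CHO cells with beta-lactamase behind cAMP responsive elements, co-treated with compound and EC10 NKH 477 for 3 hours at 37 degrees Celsius. Activity came from the 460/530 nm CCF4 emission ratio.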
A350 fluor = A350 region autofluorescence | Compound autofluorescence, 340/450 nm, Alexa 350 dye-equivalents; hits give high values | max dye-equivalent concentration, M | 11% of 59,000 active | AID 590; in the data active = max dye-equivalent concentration above about 10 nM; inconclusive = mostly about 1.1 nM to 9.6 nM
Starred values were filed as active, the others as inactive; i = inactive; ? = inconclusive; nt = no result given; [ ] = dose if it differs, or a comment. Unless noted, calls follow the shape of the dose curve; as a rule, active = well fitted curve in the direction sought with a large enough effect; inconclusive = small, poorly fitted or top-dose-only effect, or another doubt; inactive = no such curve, though single readings can be large; an effect the other way counts as inactive or inconclusive.

SMILES | BRCT PPI red | Hsp90 Hop PPI | HBB splice mod | Epigenetic mod | Ub-GFP proteasome | Pol III holo inh | 15-hLO inh | 4-MU autofl | BRCT inh green | CRE Fsk mod | A350 fluor
OC(COc1ccc(C2C=CCC2)cc1)CN1CCCCC1 (configuration not stated) | -1.2% | -11% | -0.7%[9.22 µM] | 0% | 14% | -16% | ? | nt | -0.6% | -7% | nt
CCCC(C)C1C(C#N)=C(N)Oc2cc(C)oc(=O)c21 (configuration not stated) | 0.3% | -3% | 4.4% | -4% | 7% | -2% | -4% | i | -1.2% | -11% | ?
CC(C)C(=O)Nc1ccc(N2CCN(C(=O)c3cccs3)CC2)cc1 | 0.3% | -3% | nt | 0% | 6% | -7% | -2% | i | 1.9% | -1% | i
CCCCN(CCCC)CCCNC(=O)CC1Oc2ccc(C)cc2NC1=O (configuration not stated) | 1.0% | 0% | -0.9% | 1% | 2% | -1% | 6% | i | 0.0% | -4% | i
Cc1ccccc1NS(=O)(=O)c1ccc(OCC(=O)N2CCCC2)cc1 | -0.3% | 9% | 3.3% | -2% | 8% | 9% | -3% | 4.3e-07M* | -1.6% | -7% | 3.7e-07M*
CCOc1ccc(/C=N/n2cnnc2)cc1 | 0.7% | -7% | -1.3% | -1% | 7% | 0% | 6% | nt | -1.4% | 7% | nt
O=C(NC1CC1)C1CCN(c2ccc(S(=O)(=O)N3CCOCC3)cc2Cl)CC1 | -0.4% | -4% | -1.7% | 1% | -4% | -4% | -5% | i | -0.3% | 1% | i
CS(=O)(=O)Nc1ccc2c3c(cccc13)CC2 | -0.2% | -3% | 1.6% | 2% | 25% | -3% | 4% | nt | -1.3% | 4% | nt
CN(C)C(=O)c1ccc(-c2cncnc2NCc2cccs2)cc1 | 1.3% | -20% | -0.6% | 3%[9.22 µM] | 13% | -8% | ? | i | 1.4% | -11% | i
O=C(CSc1nnnn1-c1ccccc1)N1CCc2ccccc21 | -0.9% | -4% | 0.5% | -3% | -8% | -9% | -3% | i | -1.2% | ? | i
O=C(CCS(=O)(=O)c1cccs1)Nc1ccc(C(=O)NCc2cccs2)cc1 | 1.2% | -9% | 0.6% | 0% | -3% | -8% | -2% | i | -1.5% | -5% | i
N#Cc1c(NC(=O)CSc2nnc(-c3ccccc3O)n2-c2ccccc2)sc2c1CCCC2 | -2.1% | -1% | -1.4% | -1% | 0% | -7% | -8% | i | -0.8% | -6% | i
CN(C)c1ccc(CN(C(=O)C2COc3ccccc3O2)C2CCS(=O)(=O)C2)cc1 (configuration not stated) | 0.1% | -22% | 1.8%[1.84 µM] | 0% | 0% | -2% | -10% | 3.3e-08M* | -2.4% | -22% | ?
CCCn1c(CN(Cc2ccccc2)Cc2ccccc2)nc2c1c(=O)n(C)c(=O)n2C | 0.7% | -8% | 0.5% | nt | 9% | -4% | 10% | nt | -2.2% | -7% | nt
CCOc1ccc(Nc2c3c(nc4ncnn24)CC(C)CC3)cc1 (configuration not stated) | -1.4% | 3% | nt | 0% | -4% | -2% | 8% | i | -1.4% | 4% | i
C=CCSc1nncn1/N=C/c1ccc(OC)cc1 | -0.6% | -3% | 7.2% | -3% | 3% | -6% | 6% | i | 0.5% | 14% | ?
Cc1cc(NCCCN2CCOCC2)n2ncc(-c3ccccc3)c2n1 | -0.4% | 1% | 3.1%[1.84 µM] | 2% | 3% | 3% | 1% | 4e-08M* | 0.4% | ? | 1.6e-08M*
CC1=C(C#N)C(c2cn(-c3ccccc3)nc2-c2cccs2)C(C#N)=C(C)N1 | -1.0% | 17% | -1.4% | -1% | 3% | -5% | -9% | 3e-07M* | 0.3% | ? | 5.1e-07M*
COCCNc1nc(C)nc2c1nc(-c1ccccc1)n2CCN1CCCC1 | -1.3% | 0% | -0.2% | nt | -1% | 3% | 9% | nt | -0.6% | 18% | nt
CCCCSc1nc(CCC)cc(=O)[nH]1 | 0.1% | 6% | -0.6%[9.22 µM] | -4% | -8% | -8% | -8% | nt | -1.5% | ? | nt
CC(=O)N1CCc2cc(S(=O)(=O)CCC(=O)O)ccc21 | -1.5% | -3% | -2.7% | -4% | 11% | -6% | 8% | i | -2.8% | ? | i
COc1ccc(CCN(C)C(=O)CSc2nccn2C)cc1OC | -2.1% | -1% | -0.6%[57.5 µM] | 1% | -4% | 0% | 14% | i | -0.8% | ? | i
CS(=O)(=O)N1CCc2cc(C(=O)N3CCCCC3)ccc21 | 0.2% | -3% | -1.7% | -7% | 1% | -1% | 0% | i | 1.3% | 6% | i
O=C1/C(=N/n2cnnc2)c2ccccc2N1Cc1ccccc1 | 1.4% | -1% | -0.3%[57.5 µM] | 4% | -2% | -8% | -4% | 5.8e-08M* | -2.7% | 0% | 7.5e-08M*
CCC(=O)Nc1c2c(nc3c1CCC3)CCCC2 | -0.3% | 0% | 3.5% | 6% | -2% | -8% | 2% | i | -0.2% | -9% | i
Cc1nc2nc(Cc3ccccc3)[nH]n2c(=O)c1Cl | 0.4% | 5% | -1.5% | 29% | 2% | 4% | 5% | i | -1.0% | -8% | i
O=C1CC(N2CCN(c3ccc(F)cc3)CC2)C(=O)N1Cc1ccc(N2CCCC2=O)cc1 (configuration not stated) | 0.1% | -5% | -0.2% | 6% | 15% | -2% | 4% | i | 0.2% | -11% | i
Cc1ccc2c(C)c(C(=O)Nc3nnc(C)s3)oc2c1 | -0.9% | 1% | 0.3% | 4% | 7% | -6% | 0% | i | -0.9% | 3% | i
CCOC(=O)N1CCN(C(=O)CSCC(=O)N=c2sc3ccccc3n2C)CC1 | 0.2% | 1% | 3.7% | -2% | 15% | -2% | 11% | i | 0.1% | ? | i
CCN(CC)S(=O)(=O)c1cc(C(=O)NC2CCCCC2)ccc1C | -0.5% | -5%[11 µM] | -2.2%[0.0738 µM] | -2% | -7%[9.17 µM] | -4%[11.4 µM] | -2%[11.4 µM] | nt | 1.5% | ? | nt
O=C(O)c1ccc(NCc2ccc3c(c2)OCO3)cc1 | -0.2% | -1% | -1.0% | 2% | -2% | -3% | -2% | i | 0.0% | -7% | i
COc1cccc(-c2cc(C(=O)Nc3cc(OC)c(OC)c(OC)c3)no2)c1 | -0.2% | -2% | -1.9% | 1% | 9% | 2% | -14% | i | -0.6% | ? | i
Cc1nc(C)c(C(=O)Nc2nc3c(C)cccc3s2)o1 | -5.2% | -10% | 4.6%[1.84 µM] | -2% | 1% | -16% | ? | 1.6e-08M* | 0.0% | ? | 2.2e-08M*
O=C(O)CCCC(=O)Nc1cccc(C(F)(F)F)c1 | -0.2% | -2% | -0.5% | 2% | -3% | -3% | -7% | nt | -4.2% | -2% | nt
COC(=O)[C@H]1C[C@@H]1[C@H](NC(=O)Oc1ccc(F)cc1)c1ccccc1 | -2.7% | -1% | 1.0% | nt | nt | -6% | nt | nt | 0.2% | 1% | nt
Cc1noc(C)c1C(=O)NC1CCCc2ccccc21 (configuration not stated) | -0.7% | -6% | -2.3% | 2% | 1% | 2% | 8% | i | -1.5% | -5% | i
CCOc1cc(C2NC(=O)NC(C)=C2C(=O)OC(C)CC)cc(Br)c1O (configuration not stated) | 0.2% | -3% | 1.7% | 5% | -11% | 0% | -13% | nt | 0.4% | 10µM* | nt
CCOc1cc(-n2cnnn2)c(OCC)cc1NC(=O)c1cnccn1 | 1.0% | -2% | nt | -2% | 0% | 2% | 8% | i | 0.0% | 2% | i

Gathered by group, those above containing a COOH group.
SMILES | BRCT PPI red | Hsp90 Hop PPI | HBB splice mod | Epigenetic mod | Ub-GFP proteasome | Pol III holo inh | 15-hLO inh | 4-MU autofl | BRCT inh green | CRE Fsk mod | A350 fluor
CC(=O)N1CCc2cc(S(=O)(=O)CCC(=O)O)ccc21 | -1.5% | -3% | -2.7% | -4% | 11% | -6% | 8% | i | -2.8% | ? | i
O=C(O)c1ccc(NCc2ccc3c(c2)OCO3)cc1 | -0.2% | -1% | -1.0% | 2% | -2% | -3% | -2% | i | 0.0% | -7% | i
O=C(O)CCCC(=O)Nc1cccc(C(F)(F)F)c1 | -0.2% | -2% | -0.5% | 2% | -3% | -3% | -7% | nt | -4.2% | -2% | nt
